PAX8 inh HTS – lowers PAX8-driven luciferase in RMG-I cells; 360,000 compounds, 1.2% hits; RMG-I TPO-luciferase reporter, SteadyGlo, 24 h; AID 652154; inhibition, % at 12.6 µM;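 active = mean replicate inhibition at least 60% with every replicate also reaching 60%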;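 note: luciferase light reporting Pax8 driven TPO promoter activity; plate controls were median of neutral control wells for no effect and mitoxantrone controls for full effect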
LGR2 antag – Drosophila LGR2 receptor signaling inhibition. HEK293 LGR2, CRE-luciferase, bursicon-stimulated, 4 h. inhibition, % at 9.99 µM. 380,000 compounds, 0.35% hits. AID 720647;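 active = drop in luminescence signal, shown as inhibition above about 50% in the replicate tests, limit read from the data, passing the limit was not always enough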;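 note: agonist challenge used bursicon conditioned medium at about half maximal strength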
EWS-Fli inh – blocks EWS/Fli oncoprotein-driven transcription; A673 NR0B1-luciferase reporter, viability-normalised; inhibition, % at 12.6 µM; 350,000 compounds, 0.67% hits; AID 651661;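 active = mean inhibition of at least 50% after viability correction, with every replicate also passing that limit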;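 note: firefly luciferase signal divided by Alamar Blue viability fluorescence both relative to DMSO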
FN deposit inh – fibronectin deposition inhibition | AH1F fibroblasts, Alexa488-fibronectin deposition fluorescence, overnight | inhibition, % at 12.6 µM | 350,000 compounds, 0.086% hits | AID 743247;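 active = mean inhibition across replicates of 30% or more, regardless of how many single replicates reach that level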;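 note: positive control wells lacked labelled fibronectin entirely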
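Material: AH1F fibroblast monolayer depositing Alexa488-labelled fibronectin into matrix / Amount: 10000 AH1F cells per well / Signal: fluorescence 485/525 nm / Medium: DMEM, 2% serum / Compound: single dose, pinned / Incubation: 1 h cell adhesion before compound, then overnight fibronectin incubation / Reagent: Alexa488-FN, 24 nM final / Read-out: inhibition of fibronectin deposition signal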
PGC1a acetyl inh – PGC1a acetylation modulation, inhibitor mode; AID 651687; U2OS PGC1a acetylation, AlphaScreen anti-acetyl-lysine; with virally co-expressed GCN5 acetyltransferase; inhibition, % at 15.6 µM; 350,000 compounds, 0.17% hits;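 active = every replicate shows inhibition of at least 40%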;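 note: 0% = neutral control wells and 100% = positive control wells; some results beyond the cut were filed as inactive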
ERAP1 HTS inh – inhibitors of human ERAP1 aminopeptidase | inhibition, % at 10.7 µM | 340,000 compounds, 0.15% hits | recombinant ERAP1, Leu-AMC fluorescence, 60 min;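 active = mean replicate inhibition of at least 30%, or all replicates individually reaching that 30% level; inactive = mean below 30% and not every replicate reaching it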;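 note: 0% = neutral control wells and 100% = L-leucinethiol positive control wells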
Target sequence (Q9NZ08 whole entry, looked up): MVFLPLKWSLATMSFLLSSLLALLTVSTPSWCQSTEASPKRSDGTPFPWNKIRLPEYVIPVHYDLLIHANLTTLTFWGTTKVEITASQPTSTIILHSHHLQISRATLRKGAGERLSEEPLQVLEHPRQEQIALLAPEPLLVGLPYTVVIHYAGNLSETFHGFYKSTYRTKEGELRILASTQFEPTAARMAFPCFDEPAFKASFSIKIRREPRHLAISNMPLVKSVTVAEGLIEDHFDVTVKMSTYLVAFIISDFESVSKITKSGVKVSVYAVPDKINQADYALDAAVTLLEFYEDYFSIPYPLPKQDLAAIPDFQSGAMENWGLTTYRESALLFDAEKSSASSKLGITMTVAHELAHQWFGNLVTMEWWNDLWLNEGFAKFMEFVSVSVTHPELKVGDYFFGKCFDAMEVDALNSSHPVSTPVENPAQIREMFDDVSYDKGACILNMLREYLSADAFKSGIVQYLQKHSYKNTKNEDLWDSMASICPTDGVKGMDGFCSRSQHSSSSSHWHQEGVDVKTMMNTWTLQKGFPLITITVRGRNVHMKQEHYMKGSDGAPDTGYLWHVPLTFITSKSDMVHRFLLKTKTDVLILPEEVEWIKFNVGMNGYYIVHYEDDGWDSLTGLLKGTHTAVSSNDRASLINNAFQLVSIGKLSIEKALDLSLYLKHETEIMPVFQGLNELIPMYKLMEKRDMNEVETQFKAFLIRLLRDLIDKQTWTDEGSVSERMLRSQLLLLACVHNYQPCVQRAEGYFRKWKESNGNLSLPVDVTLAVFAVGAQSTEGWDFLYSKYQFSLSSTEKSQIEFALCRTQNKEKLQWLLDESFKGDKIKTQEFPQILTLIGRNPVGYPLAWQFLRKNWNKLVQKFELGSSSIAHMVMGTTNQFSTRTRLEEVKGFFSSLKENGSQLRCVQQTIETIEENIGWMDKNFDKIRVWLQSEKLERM
PglD inh – PglD (C. jejuni) enzyme inhibition. purified PglD enzyme, DTNB colorimetric CoA detection. inhibition, % at 12.5 µM. 360,000 compounds, 0.098% hits. AID 602405; in the data active = inhibition above about 16%, passing the limit was not always enough; note: strong numbers were not always called active
S100A4 inh HTS – blocks human S100A4 binding to myosin IIA peptide | S100A4/TAMRA-MyoIIA peptide fluorescence polarization | inhibition, % at 10.7 µM | 360,000 compounds, 0.14% hits | AID 652163;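 active = mean inhibition of at least 70% across replicates, with every replicate also reaching that level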
Target sequence (P26447 whole entry, looked up): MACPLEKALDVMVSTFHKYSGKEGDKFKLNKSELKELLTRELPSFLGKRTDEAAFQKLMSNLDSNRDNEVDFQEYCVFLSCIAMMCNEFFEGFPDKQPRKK
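System – human S100A4 monomer protein, biochemical binding assay · Buffer or medium – Calcium-containing HEPES buffer, pH 7.2 · Timing – 5 min between mix addition and reading · Also added – TAMRA-labelled myosin IIA heavy-chain peptide probe, 5 nM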
An asterisk follows results filed as active; . = no result given.

SMILES | PAX8 inh HTS | LGR2 antag | EWS-Fli inh | FN deposit inh | PGC1a acetyl inh | ERAP1 HTS inh | PglD inh | S100A4 inh HTS
O=C(c1cccnc1)N1N=C2CCCCCC2C1(O)C(F)(F)F (centres undefined) | 7 | 1 | 28 | 0 | -2 | 4 | . | -6
COC(=O)c1ccc(/C=N/NC(=O)CC(=O)NCc2cccnc2)cc1 | -4 | -6 | 2 | 15 | -3 | 1 | . | 2
Oc1ccc2ccc3[nH]cnc3c2c1 | -12 | 3 | -12 | 6 | . | 0 | 0 | -3
COc1ccc(C(C[N+](=O)[O-])c2c(C)cc3ccccn23)cc1 (centres undefined) | 18 | -52 | 13 | -10 | 4 | 0 | -3 | -4
CC1CN(CCCCN2C(=O)c3ccccc3C2=O)CC(C)O1 (centres undefined) | 9 | -15 | -47 | 1 | . | -3 | -5 | 20
O=C(C[C@@H]1C[C@H]2c3cc(NC(=O)C4CCOCC4)ccc3O[C@H]2[C@@H](CO)O1)NCc1ccccn1 | -16 | -1 | -3 | 3 | -8 | 0 | 0 | 4
CC(=O)OCC1=C(C(=O)O)N2C(=O)[C@@H](NC(=O)Cc3cccs3)[C@H]2SC1 | . | 6 | -4 | . | 4 | 2 | -1 | -2
Cn1c(N)c(C(=O)CSc2nnc(-c3cccs3)n2C2CC2)c(=O)[nH]c1=O | -6 | 1 | -5 | -8 | . | 0 | . | 2
CC(=O)NCCCC[C@@H]1NC(=O)[C@H]2C[C@@H](C(=O)NCCCCCCNC(=O)CS)[C@@H](c3ccc(O)cc3)N2C1=O | -5 | . | -9 | . | 9 | 3 | -9 | -9
Cc1cnc(C(=O)OCC(=O)c2ccc(-c3ccccc3)cc2)cn1 | -34 | -3 | . | -3 | 13 | -2 | 0 | 0
CN1c2ccc(-c3cccc(F)c3)cc2[C@H]2[C@H](CCN2C(=O)c2ccccc2F)[C@@H]1CO | 20 | 13 | 1 | 11 | 0 | 1 | 1 | 2
CCOc1ccc(NC2OCC(O)C(O)C2O)c([N+](=O)[O-])c1 (centres undefined) | 5 | 23 | -11 | 3 | . | 2 | . | 1
CNC[C@@H]1Oc2c(NS(=O)(=O)c3ccc(F)cc3)cccc2C(=O)N([C@H](C)CO)C[C@@H]1C | -7 | 27 | 1 | . | -2 | -5 | 0 | 17
O=C1CC(c2ccccc2)SC(N(c2ccccc2)c2ccccc2)=N1 (centres undefined) | 0 | -5 | -2 | 11 | . | -1 | . | 5
CCS(=O)(=O)N1CCCCN2[C@H](C1)[C@@H](c1ccc(C#Cc3ccccn3)cc1)[C@@H]2CO | -16 | 2 | -2 | -8 | 0 | -1 | 1 | 9
CN(C)C(=O)c1cccc(-c2ccc([C@H]3[C@@H](C#N)N(C(=O)C4CC4)[C@@H]3CO)cc2)c1 | 7 | 9 | -2 | -4 | 5 | -2 | 4 | 6
CCN(CC)S(=O)(=O)c1ccc(N2CCOCC2)c(NC(=S)NC(=O)c2ccco2)c1 | 3 | -7 | 13 | 4 | -6 | -2 | -3 | -3
O=C1/C(=C/c2cccs2)SC(=S)N1NS(=O)(=O)c1ccccc1 | 11 | 12 | -5 | -1 | 13 | 3 | -22 | -2
C[C@H](NC(=O)C[C@H]1C[C@H]2c3cc(NC(=O)c4cccnc4)ccc3O[C@H]2[C@@H](CO)O1)c1ccccc1 | -3 | 3 | -4 | . | 2 | 3 | -2 | -7
Cc1ccc(S(=O)(=O)N(C)C[C@@H]2Oc3ncc(-c4ccccc4)cc3C(=O)N([C@@H](C)CO)C[C@@H]2C)cc1 | . | -15 | 3 | 0 | -1 | 0 | 3 | 0
COc1ccc(N(CC(=O)NC2CCCC2)C(=O)Cn2nnc(-c3ccc(OC)c(OC)c3)n2)cc1 | 2 | 4 | -66 | 4 | . | 1 | . | 1
COCC(=O)N1CC(=O)N2[C@H](C1)[C@H](c1ccc(C#CC3CC3)cc1)[C@@H]2CO | -12 | 6 | 5 | 2 | -5 | -5 | . | 0
OCC(O)C1OC(Oc2ccccc2)C(O)C(O)C1O (centres undefined) | 12 | 3 | 1 | -5 | . | 1 | . | 6
C[C@H](NC(=O)C[C@@H]1CC[C@@H](NC(=O)Cc2ccccn2)[C@@H](CO)O1)c1ccccc1 | 26 | -7 | -11 | 4 | -5 | -2 | -1 | -2

Profiles from above. Screens in order: PAX8 inh HTS | LGR2 antag | EWS-Fli inh | FN deposit inh | PGC1a acetyl inh | ERAP1 HTS inh | PglD inh | S100A4 inh HTS
CN(C)C(=O)c1cccc(-c2ccc([C@H]3[C@@H](C#N)N(C(=O)C4CC4)[C@@H]3CO)cc2)c1 in the list: 7 | 9 | -2 | -4 | 5 | -2 | 4 | 6
COc1ccc(N(CC(=O)NC2CCCC2)C(=O)Cn2nnc(-c3ccc(OC)c(OC)c3)n2)cc1 in the list: 2 | 4 | -66 | 4 | . | 1 | . | 1

Next records follow:
SMILES | PAX8 inh HTS | LGR2 antag | EWS-Fli inh | FN deposit inh | PGC1a acetyl inh | ERAP1 HTS inh | PglD inh | S100A4 inh HTS
CO[C@@H]1CN(C)C(=O)c2ccc(NC(C)=O)cc2OC[C@H](C)N(C(=O)Cc2cccnc2)C[C@H]1C | -5 | 16 | 1 | 2 | 3 | 2 | -4 | 3
CN(C)CC(=O)Nc1ccc(Oc2ccc(Cl)cc2)cc1 | -9 | -6 | 8 | -3 | . | 18 | . | -5
O=C(CCCOc1ccc(Cl)cc1)N1CCCCC1 | . | -40 | -45 | . | -2 | 3 | 3 | 0
CCCNC(=O)N[C@H]1C=C[C@H](CC(=O)NC2CCC2)O[C@H]1CO | -11 | 2 | 1 | -20 | 13 | 5 | 0 | 8
CCN(CC)c1ccc2cc(C(=O)NCc3ccc(F)cc3)c(=N)oc2c1 | -26 | -3 | . | . | . | -21 | 3 | 7
COc1ccc(C#Cc2ccc3c(c2)[C@H]2[C@H](CCN2S(=O)(=O)c2ccc(OC)cc2)[C@@H](CO)N3C)cc1 | -34 | -16 | -4 | 1 | -15 | 2 | 1 | -12
CN(C(=O)c1ccco1)c1ccccc1C(=O)O | 12 | 7 | -27 | 3 | . | 1 | -2 | 4
COC(=O)c1sc(NC(=S)NC(=O)c2ccccc2)nc1C | 13 | -21 | -14 | -15 | . | 0 | . | -1
c1ccc2c3c(c(CN4CCCC4)cc2c1)COC3 | -10 | 20 | 2 | -10 | 9 | 15 | -4 | -3
COc1ccc(OC(C)C(=O)N2CCOCC2)cc1 (centres undefined) | -14 | . | . | 2 | 4 | . | -5 | .
Cc1cccc([C@@H]2[C@@H]3C(=O)N(Cc4ccccc4)C(=O)[C@@H]3[C@]3(Cc4ccc(Cl)cc4)C(=O)N(c4cccc(Br)c4)C(=O)N23)c1 | 4 | 1 | 2 | -2 | . | -3 | 6 | 30
O=C(C1CCOCC1)N1CC(=O)N2[C@H](C1)[C@@H](c1ccc(C#CC3CCCC3)cc1)[C@@H]2CO | . | -6 | -4 | -6 | 4 | -2 | . | 14
COc1ccc(OC)c(C2CC(=O)N3CN(c4ccccc4)CSC3=C2C#N)c1 (centres undefined) | -5 | -25 | -1 | -1 | . | 2 | -2 | -2
CCCn1cc(S(=O)(=O)c2ccc(C)cc2)c(=O)c2cc(OC)ccc21 | 7 | 14 | -40 | 5 | 1 | -2 | 0 | 0
CCCOc1ccc(C(=O)Nc2cccnc2)cc1 | -31 | -21 | -32 | -5 | -77 | 0 | 6 | 0
Cc1cccc(Oc2cc([N+](=O)[O-])cc3c2C(=O)Nc2ccccc2O3)c1 | -9 | -32 | -9 | 7 | . | 0 | . | -15
N#Cc1cc([N+](=O)[O-])ccc1N1CCN(c2ccccc2O)CC1 | -20 | -27 | -35 | -8 | -6 | 5 | 7 | 6
O=C(CSc1nnc(-c2ccccc2F)n1C1CCCCC1)Nc1cc(C(=O)O)ccc1Cl | 12 | 10 | 10 | -5 | 3 | -6 | -6 | 0
CCOc1ccc(N/C=C\C(=O)c2ccc3c(c2)OCO3)cc1 | . | -71 | -74 | . | -5 | 0 | . | 2
c1ccc(NC2=Nc3cccc4cccc2c34)cc1 | -10 | -31 | 6 | -2 | -4 | -3 | -1 | 1
COc1ccc(NC(=O)CCCCCN2C(=O)[C@@H]3Cc4ccccc4CN3C2=O)cc1Cl | 6 | -13 | -5 | 3 | -3 | 1 | 1 | 5
C[C@@H]1CN([C@@H](C)CO)S(=O)(=O)c2ccc(-c3cccc(C(=O)N(C)C)c3)cc2O[C@@H]1CN(C)C | 0 | 19 | -8 | . | -2 | -2 | -4 | 6
O=[N+]([O-])c1ccc(Cl)cc1NCc1cccnc1 | -1 | . | 9 | 4 | -1 | 0 | . | -1
O=C(Cc1ccccc1)N/N=C/c1cc(Br)cc(Br)c1O | 25 | 20 | 16 | 7 | -2 | -2 | 9 | 3
COc1ccc(NC(=O)CCS(=O)(=O)c2ccccc2Cl)cc1S(=O)(=O)Nc1ccc(Cl)cc1 | 31 | 3 | 57* | 8 | . | -2 | . | -1
COC(=O)C(O)(CC(=O)Nc1ccc(OC)cc1)C(F)(F)F (centres undefined) | 4 | . | . | -11 | 6 | . | 1 | .
C[C@@H]1CCCCO[C@@H](CN(C)Cc2ccncc2)[C@@H](C)CN([C@H](C)CO)C(=O)c2cc(NS(=O)(=O)c3ccccc3)ccc2O1 | -13 | -19 | 0 | 1 | 1 | -13 | 5 | 2
Cc1ccc(C)c(N2CCN(S(=O)(=O)c3ccc4c(c3)CC(=O)N4C)CC2)c1 | -12 | 4 | . | -3 | -16 | -1 | -7 | -6
COCc1ccccc1C1=CC(=O)C[C@H](c2ccc(F)cc2)C1 | 28 | -10 | -12 | -3 | . | . | 3 | .
CC(C)c1ccc(NC(=S)NC2CC3C=CC2C3)cc1 (centres undefined) | -137 | -51 | -94 | 0 | -14 | . | . | -2
CC(C)C#Cc1ccc([C@H]2[C@@H](C#N)N(C(=O)c3ccccn3)[C@@H]2CO)cc1 | 8 | -3 | -3 | 6 | 17 | -1 | 3 | -2
CCOC(=O)c1c(-c2cccc([N+](=O)[O-])c2)csc1N | 3 | -20 | 2 | 5 | 2 | 1 | 0 | -5
COC(=O)c1sc(=S)n(-c2cccc(Cl)c2)c1N | . | -9 | -4 | . | -15 | 0 | -2 | -4
Cc1cc(=O)[nH]c(SCC(=O)NC(C)C2CC3CCC2C3)c1C#N (centres undefined) | 1 | 15 | 0 | -1 | . | 4 | . | 0
O=C(CCNc1n[nH]c(=O)[nH]c1=O)N/N=C\c1cccc(OCc2ccccc2)c1 | -39 | 1 | -5 | -3 | -8 | 2 | . | -1
CSc1ccc(/C=C/C(=O)c2c(O)cc(C)oc2=O)cc1 | -148 | -36 | -54 | 1 | 26 | 2 | -1 | -12
c1csc(-c2nnc3ccccn23)c1 | -9 | -15 | . | 14 | 12 | 3 | 4 | 0
CO[C@H]1CN(C)C(=O)c2ccc(NC(=O)C3CC3)cc2OC[C@H](C)N(Cc2cncnc2)C[C@H]1C | . | 9 | -5 | -4 | -48 | . | . | .
c1ccc(CCNc2nc(-c3cccnc3)cs2)cc1 | . | -20 | -66 | . | 1 | -1 | -1 | 5
CC(C)NC(=O)Nc1ccc2c(c1)CC(=O)N([C@H](C)CO)C[C@H](C)[C@H](CN(C)C)O2 | -5 | -5 | . | 0 | 7 | 4 | 2 | 5

High-throughput results deposited in PubChem BioAssay by Broad Institute.
